TRHR enhancer: qHTS for Small Molecule Agonists and Allosteric Enhancers of Human TRH Receptor: Primary Screen for Enhancers; hit rate 0.66% among 360,000; Thyrotropin-releasing hormone receptor (Homo sapiens), P34981; enhancement, % at 2 µM; AID 493056, 2011; TRHR cells, fluo-8 calcium fluorescence, EC20 TRH enhancement; in the data active = enhancement above about 30%; note: 0% is about no effect
Target sequence (P34981 whole entry, looked up): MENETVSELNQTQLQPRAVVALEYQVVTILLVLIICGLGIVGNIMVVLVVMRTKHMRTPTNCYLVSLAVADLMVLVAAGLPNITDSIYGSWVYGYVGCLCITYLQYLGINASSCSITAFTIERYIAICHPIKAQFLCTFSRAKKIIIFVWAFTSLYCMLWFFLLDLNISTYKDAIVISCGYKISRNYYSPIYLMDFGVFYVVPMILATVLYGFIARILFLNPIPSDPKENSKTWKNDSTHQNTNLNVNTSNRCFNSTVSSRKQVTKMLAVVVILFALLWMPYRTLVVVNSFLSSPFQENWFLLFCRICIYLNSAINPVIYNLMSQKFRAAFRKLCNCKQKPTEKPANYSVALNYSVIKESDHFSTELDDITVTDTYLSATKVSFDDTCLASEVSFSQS
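Enhancer read-out: after compound pinning and an initial kinetic agonist-mode read, an EC20 of TRH (10 nM final) was injected and fluo-8 calcium signal (Ex 480/Em 530) followed at 1 s/cycle for 100 cycles in TRHR-expressing cells.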
D2 agonist: HTS Assay for Allosteric Agonists of the Human D2 Dopamine Receptor: Primary Screen for Agonists | D(2) dopamine receptor (Homo sapiens), P14416 | hit rate 0.53% among 340,000 | activation, % at 2 µM | AID 485358, 2010 | HEK293 T-REx D2 cells, calcium flux agonist mode;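 active = activation over 3 SD above normal in the single-dose calcium agonist read, cut at about 30% in these data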; note: 0% is about no effect
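Tetracycline-induced HEK293 Trex cells with D2 receptor force-coupled to calcium signaling, plated overnight at 30 C and loaded with no-wash calcium dye. Calcium flux read kinetically for 180 s after compound addition; responses flag agonists.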
TrxR1 substrate: qHTS Assay for Substrates of Mammalian Selenoprotein Thioredoxin Reductase 1 (TrxR1): qHTS | purified TrxR1 substrate turnover, NADPH consumption readout | hit rate 0.01% among 390,000 | Potency, µM (series often up to 114 µM), for the others: at the top dose activity change, negative = substrate turnover | AID 588456, 2011 | Thioredoxin reductase 1, cytoplasmic (Rattus norvegicus), O89049; note: potency is the fitted concentration of half-maximal effect; % is set by controls: 0 for no effect and ±100 for the full control effect; nearly all actives have a fitted effect of over 50% in size
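Rat TrxR1, dispensed at 90 nM, was prereduced with 400 uM NADPH (final) for 5 min at ~22 deg C, then incubated with compound 15 min before 400 uM selenite. A first-read NADPH fluorescence drop versus no-compound background flagged substrates.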
TrxR1 inh: qHTS Assay for Inhibitors of Mammalian Selenoprotein Thioredoxin Reductase 1 (TrxR1): qHTS | Potency, µM (top dose mostly 114 µM), inactives show at the highest dose activity change, negative = inhibition, hits mostly inhibitors | hit rate 1% among 390,000 | recombinant rTrxR1, NADPH fluorescence consumption, selenite substrate; note: potency is the fitted concentration of half-maximal effect; % is set by controls: 0 for no effect and ±100 for the full control effect; nearly all actives have a fitted effect of over 65% in size
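Rat TrxR1 (90 nM in the dispensed reagent) was pre-reduced with 400 uM NADPH for 5 min at room temperature, then incubated with compound for 15 min. After 400 uM selenite was added, NADPH fluorescence (Ex 340/Em 450 nm) was followed for 8 min.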
PI4K2A block: qHTS for small molecular inhibitors of PI4K2A; hit rate 0.13% among 420,000; purified PI4K2A, ADP-Glo luminescence, 1 h; active compounds read low; Phosphatidylinositol 4-kinase type 2-alpha (Homo sapiens), Q9BTU6; activity change, negative = inhibition, % at 76.9 µM; in the data active = activity change below about -50%; inconclusive = mostly about -30% to -49%;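 note: -100% = wells without enzyme as full effect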
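ADP-Glo luminescence measured ADP generated by PI4K2A enzyme (4 ug/mL before mixing) with 1.2 mM PI substrate (pre-mix) and 300 microM ATP (pre-mix). Tris pH7.5 buffer with MgCl2, Triton X-100; 1 h reaction at ambient temperature.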
TRHR agonist: qHTS for Small Molecule Agonists and Allosteric Enhancers of Human TRH Receptor: Primary Screen for Agonists. activation, % at 2 µM. hit rate 0.18% among 360,000. TRHR cells, calcium flux fluo-8, FDSS agonist mode. AID 493084, 2011. Thyrotropin-releasing hormone receptor (Homo sapiens), P34981; in the data active = activation above about 30%; note: 0% is about no effect
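Agonist-mode FDSS calcium read (Ex 480/Em 530, 1 s cycles) in 1536-well TRHR cells with fluo-8 dye, after 10-cycle baseline and 23 nL compound addition; TRH at EC20 (10 nM final) added afterwards for the enhancer phase.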
D2 antagonist: HTS Assay for Allosteric Antagonists of the Human D2 Dopamine Receptor: Primary Screen for Antagonists | D(2) dopamine receptor (Homo sapiens), P14416 | HEK293 TREx D2 cells, calcium flux, dopamine EC80 | inhibition, % at 10 µM | hit rate 2% among 340,000 | AID 485344, 2010; in the data active = inhibition above about 30%; note: 0% is about no effect
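Dopamine at EC80 is the agonist stimulus; test compounds precede it by 180 s. Calcium flux read kinetically in a force-coupled, inducible HEK293 T-REx D2 cell line.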
mIDH1 inhibitor: qHTS for Inhibitors of mutant isocitrate dehydrogenase 1 (IDH1): qHTS; IDH1-R132H enzyme, NADPH consumption, diaphorase/resazurin fluorescence; Potency, µM (doses to about 76.6 µM), without a hit: top-dose activity change, negative = inhibition, usual class: inhibitors; hit rate 0.093% among 390,000; AID 602179, 2012; note: potency is the fitted concentration of half-maximal effect; % is set by controls: 0 for no effect and ±100 for the full control effect; nearly all actives have a fitted effect of over 65% in size
Target sequence (O75874 whole entry R132H, stated change not applied): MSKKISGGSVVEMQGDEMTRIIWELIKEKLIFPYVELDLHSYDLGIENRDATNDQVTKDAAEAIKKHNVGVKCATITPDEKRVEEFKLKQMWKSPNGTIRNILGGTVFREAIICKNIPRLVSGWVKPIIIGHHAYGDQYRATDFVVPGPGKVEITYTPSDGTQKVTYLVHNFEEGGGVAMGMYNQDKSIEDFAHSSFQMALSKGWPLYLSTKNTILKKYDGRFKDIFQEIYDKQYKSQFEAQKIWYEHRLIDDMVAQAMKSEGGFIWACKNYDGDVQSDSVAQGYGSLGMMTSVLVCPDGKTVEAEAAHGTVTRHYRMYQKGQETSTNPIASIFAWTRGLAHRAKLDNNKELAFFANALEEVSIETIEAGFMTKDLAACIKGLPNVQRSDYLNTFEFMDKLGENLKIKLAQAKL
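IDH1-R132H (0.5 ug/mL) preincubated 30 min with compound, then NADPH (0.016 mM) and alpha-KG (2 mM) added; 80 min at RT, pH 7.5. Remaining NADPH coupled via diaphorase/resazurin to fluorescence (540/590 nm); concentration-response curves normalized to no-enzyme control.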
USP1 inh: Inhibitors of USP1/UAF1: Primary Screen; Ubiquitin carboxyl-terminal hydrolase 1 (Homo sapiens), O94782; recombinant USP1/UAF1, Ub-Rhodamine cleavage fluorescence; Potency, µM (doses to about 57.1 µM), for the others: at the top dose activity change, negative = inhibition, usual class: inhibitors; hit rate 0.23% among 390,000; AID 743255, 2014; note: potency is the fitted concentration of half-maximal effect; % is set by controls: 0 for no effect and ±100 for the full control effect; nearly all actives have a fitted effect of over 60% in size; inactives centre near -12
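USP1/UAF1 complex at 1 nM was preincubated with compound for 15 min at room temperature, then Ub-Rho substrate (150nM final) was added. Fluorescence (480/540 nm) was read kinetically, 6 reads every 60 seconds.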
Active calls of the source: *; ? = inconclusive; nt = no result given; [ ] = another dose, or the depositor's remark. Unless noted, calls come from the whole dose curve; as a rule, active = well fitted inhibition curve with a large enough effect; inconclusive = small, poorly fitted or top-dose-only effect; inactive = no such curve, though single readings can be large or run the other way.

Order of values – TRHR enhancer	D2 agonist	TrxR1 substrate	TrxR1 inh	PI4K2A block	TRHR agonist	D2 antagonist	mIDH1 inhibitor	USP1 inh
- CCOC(=O)C1=C(C)N(CCCCCC(=O)O)C(=O)NC1c1ccccc1OC(=O)c1cccs1 (stereo unspecified)
 : -1	-0.5	2%	0%	-2	-0.4	0	2%	-25%
- O=S1(=O)c2ccc(Br)cc2N2CC[C@H](C2)N1Cc1ccc(Cl)cc1
 : nt	nt	-2%	?	2	nt	nt	4%	-10%
- Cc1cccc(NC(=S)NCc2ccccc2)c1C
 : 1	-0.9	2%[57.1 µM]	-7%[57.1 µM]	1	-0.4	-1	0%	-7%
- O=C(CSc1nnc(-c2cccc(Cl)c2)o1)N1CCc2ccccc21
 : -2	-1.3	1%	16%	1	0.6	nt	-3%	-20%
- CC(=O)Nc1ccc(C(=O)Nc2ccc(S(=O)(=O)NCC3CCCO3)cc2)cc1 (stereo unspecified)
 : -3	0.4	3%	9%	0	0.0	-3	-1%	-3%
- COc1ccc(S(=O)(=O)N(C)C[C@H]2Oc3ccc(NS(=O)(=O)c4ccccc4)cc3C(=O)N([C@H](C)CO)C[C@@H]2C)cc1
 : nt	nt	-9%	-2%	-2	nt	nt	-5%	-16%
- Cc1nc(N2CCOCC2)c(C#N)c(C)c1Br
 : -2	0.1	-3%	-13%	-4	-0.9	1	8%	0%
- CCOc1ccc(S(=O)(=O)NCc2cccs2)cc1C(C)C
 : -1	-1.3	-11%	-7%	0	1.2	-6	-2%	-9%
- COC(=O)c1cn(CC(=O)N2CCCCCC2)c2ccccc12
 : 0	0.1	-4%	2%	2	-0.6	-20	8%	-9%
- Cc1ccc(S(=O)(=O)N(CC2CO2)c2cccc([N+](=O)[O-])c2)cc1 (stereo unspecified)
 : -2	1.4	1%	-24%	1	-0.5	19	11%	-1%
- CC(=C/c1ccccc1)/C=N/NC(=O)c1cccs1
 : 2	-1.4	-2%[57.1 µM]	-4%[57.1 µM]	-5	0.0	19	-1%	-4%
- CC(C)(C)C1=NN=C2c3ccccc3C(=O)C21 (stereo unspecified)
 : -4	-0.6	1%	16%	-1	0.6	8	15%	-23%
- CC1CN(C(=S)SCC(=O)c2ccc([N+](=O)[O-])cc2)CC(C)O1 (stereo unspecified)
 : -3	0.3	-1%	5%	-1	-0.4	3	-1%	?
- COC(=O)c1ccccc1NC(=O)Nc1cc(C)cc(C)n1
 : 3	1.4	11%	4%	5	0.3	-9	1%	-11%
- Cc1cc(-c2ccc(C)c(S(=O)(=O)N(C(C)C)C3CCCCC3)c2)on1
 : -7	nt	-3%[57.1 µM]	5%[57.1 µM]	-2	0.2	nt	11%	-13%
- Cc1ccc(S(=O)(=O)CCC(=O)NCc2ccccc2F)cc1
 : 4	-0.4	-8%	-1%	2	0.0	4	2%	-14%
- COc1ccccc1-c1cn(-c2ccccc2)c(=S)[nH]1
 : 9	1.1	13%	-8%	-3	0.0	14	5%	-22%
- COCc1c(C(=O)N/N=C/c2cccc3ccccc23)nnn1-c1nonc1N
 : -4	0.2	22%	26%	1	-0.7	15	5%	-9%
- NC(=S)Nc1cccc(-c2n[nH]c(=S)o2)c1
 : 0	-0.9	5%	-7%	-6	1.6	-1	-3%	-7%
- CCCN(CC(=O)Nc1ccccc1C)C(=O)C1CCN(S(=O)(=O)c2cccc(C(F)(F)F)c2)CC1
 : -8	-0.7	-12%	-10%	7	0.7	-13	2%	-16%
- COCc1ccc(-c2c(-c3cc(OC)cc(OC)c3)oc(=O)c3cc(OC)c(OC)cc23)cc1
 : 2	0.4	8%	23%	3	0.1	6	-3%	?
- COc1ccc(CNC(=O)C2CCN(S(=O)(=O)c3ccc(SC)cc3)CC2)cc1
 : 0	-0.6	6%[57.1 µM]	14%[57.1 µM]	-2	0.1	4	1%	-23%
- O=C(O)c1cc([N+](=O)[O-])ccc1NCc1cccnc1
 : 3	1.8	-17%	2%[57.1 µM]	2	0.4	-12	0%	-9%
- COc1ccc(OC)c(/C=N/NC(=O)CNC(=O)c2ccc(S(=O)(=O)N3CCCC3)cc2)c1
 : -2	0.7	56%[activator]	14%	-7	0.3	11	-1%	-6%
- Cn1cc(CNC(=O)c2ccc3nc(Cc4ccccc4F)oc3c2)cn1
 : -3	-0.8	-8%	-12%	0	0.2	18	5%	-14%
- C=CCNc1nc(-c2ccc(Cl)cc2)cs1
 : 2	0.3	0%	12%	-3	0.1	4	6%	-26%
- O=C(COc1ccccc1)NCC(=O)N/N=C/c1ccc(Cl)cc1
 : -3	0.1	-1%	17%	-4	0.0	nt	-8%	-6%
- CCN1C(=O)N(C)[C@@H](c2ccccc2)C(C(C)=O)=C1C
 : nt	nt	-2%	18%	2	nt	nt	-8%	?
- C=CCN(c1ccccc1C(=O)O)S(=O)(=O)c1ccc(NC(=O)OC)cc1
 : -7	-0.5	5%	20%	-1	-0.1	4	4%	-19%
- Nc1ccc(-c2cnc3ccccc3n2)cc1
 : nt	nt	-8%	9%[11.4 µM]	-6	nt	nt	3%	-8%
- CCOc1ccc(NC(=O)Cn2c(=O)nc(-c3ccccc3)c3ccccc32)cc1
 : -1	nt	3%[57.1 µM]	12%[57.1 µM]	-1	0.3	nt	-4%	1%
- O=S(=O)(NC1=NCCC1)c1cccs1
 : -1	0.7	3%	-1%	0	1.1	6	1%	18%
- CCn1c(C)nc2cc(C(=O)N/N=C/c3cccc(O)c3O)ccc21
 : 5	0.3	-1%[57.1 µM]	0%[57.1 µM]	4	1.6	-4	9%	-16%
- O=C1N/C(=N\N=C\c2ccco2)SC1Cc1ccccc1[N+](=O)[O-] (stereo unspecified)
 : -5	-0.5	-3%	10%	-5	-0.3	18	2%	1%
- Nn1c(SCc2nc3ccccc3[nH]2)nnc1C1CCCCC1
 : -3	-0.5	-3%	1%	0	-0.3	4	11%	-5%
- COC(=O)c1cc(Br)c(=O)n(-c2cc(C)on2)c1
 : -7	nt	-1%	3%	20	0.5	-2	4%	-22%
- O=C(CSC(=S)N1CCCC1)N1CCN(S(=O)(=O)c2ccccc2F)CC1
 : 9	0.2	-7%	-5%	-1	-0.1	-4	2%	-12%
- CCOC(=O)N1CCN(C(=O)c2cn(CC)c3cc(N4CCN(C)CC4)c(F)cc3c2=O)CC1
 : 3	-0.2	nt	nt	nt	0.4	-3	nt	nt
- O=C1CNC(=S)N1CCOc1ccccc1
 : -3	2.3	9%	13%[57.1 µM]	-4	0.1	-5	9%	?
- COCC1CCCN(Cc2cn(-c3ccccc3)nc2-c2ccc3c(c2)OCO3)C1 (stereo unspecified)
 : -1	-1.2	7%	15%	-3	-1.1	22	5%	1%
- CCC(Sc1nc2ccsc2c(=O)n1Cc1ccc(C(=O)O)cc1)C(=O)Nc1ccc(C)c(Cl)c1 (stereo unspecified)
 : 1	1.0	-2%	-8%	3	0.1	-4	-16%	-19%
- COc1cccc(/C=N/Nc2ncnc3c2ncn3Cc2ccccc2)c1O
 : 5	0.6	-5%	-8%	-3	1.6	10	6%	-2%
- Cc1nc2ccn(Cc3cccs3)c(=O)c2cc1C(=O)NCc1ccc(Br)cc1
 : 0	0.5	3%[57.1 µM]	5%[57.1 µM]	3	0.5	nt	-4%	1%
- O=Cc1c(SCCO)nc2ccccn2c1=O
 : -8	-1.1	-13%	-29%	9	-0.2	-24	0%	-7%
- COC(=O)c1cccc(C(=O)Nc2ccc(C)cc2Br)n1
 : -3	0.1	-5%	-11%	1	-0.6	7	2%	-4%
- Cc1ccc(S(=O)(=O)N2CCC(C(=O)OCC(=O)N(C)Cc3ccccc3)CC2)cc1C
 : -9	0.8	-4%	22%	-2	0.3	-14	1%	-2%
- COC(=O)[C@@H](NC(=O)CCc1nnc(-c2ccsc2)o1)C(C)C
 : -3	-0.2	3%	13%	25	0.8	-9	-4%	-20%
- COc1ccc(CCNC(=O)Nc2cccc([N+](=O)[O-])c2)cc1OC
 : -3	-1.1	-12%	0%	-5	-2.2	-7	-4%	-14%
- COc1ccc(C)cc1NC(=S)NC(C)c1ccc(OC)c(OC)c1 (stereo unspecified)
 : -12	1.2	-1%[57.1 µM]	-1%	3	2.3	-11	0%	-9%
- COc1ccc(NC(=O)C(C)Sc2ccccc2)cc1 (stereo unspecified)
 : 1	-0.7	13%[57.1 µM]	20%[57.1 µM]	1	-0.1	5	1%	-26%
- Cc1nnc2sc(SCC(=O)Nc3ccc(Br)cc3)nn2c1=O
 : -7	-0.3	2%[57.1 µM]	2%[57.1 µM]	0	0.3	13	-7%	-12%
- Cc1ccc(C)c(S(=O)(=O)N2CCCOC2CNC(=O)C(=O)NCCCn2ccnc2)c1 (stereo unspecified)
 : 4	0.8	4%	7%	1	-0.1	-16	0%	-2%
- CCCCc1nn2c(=O)cc(COC(=O)c3cccc(NC(=O)c4cccs4)c3)nc2s1
 : 5	1.7	-2%[57.1 µM]	7%[57.1 µM]	1	0.7	nt	12%	?

Hits appear at their usual frequency. Share with any hit: about 3.9%.
